# Assay outcomes as filed in PubChem BioAssay.
# FLuc counter = firefly luciferase modulation, counter-screen for miR-21 project | P08659 | purified FLuc, Km substrates, luminescence inhibition | Potency, µM (titrated, usually from 57.5 µM), inactives show at the highest dose activity change, negative = inhibition, hits mostly inhibitors | actives 6.9% (n = 360,000) | AID 588342;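 further: potency means the concentration at half of the fitted maximal effect; plate controls were vehicle for no effect and reference inhibitor for full effect; nearly all actives have a fitted effect of over 55% in size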
#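 Purified P. pyralis luciferase (10nM final) with 10uM D-luciferin and 10uM ATP (Km levels) in 50mM Tris acetate pH 7.5, 10mM Mg acetate, 0.01% Tween-20, 0.05% BSA; qHTS 6-point titration, ~60 µM downward; luminescence read.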
# BRCA1 expr up = BRCA1 expression activation; MCF7-BRCA1-FFLuc reporter, luminescence, 48 h; response scale: scaled: vehicle 0%, 10 µM genistein 100%; Potency, µM (titrated, usually from 46.1 µM), for the others: at the highest dose activation, hits mostly activators; actives 1.1% (n = 380,000); AID 624202; further: potency means the concentration at half of the fitted maximal effect; nearly all actives have a fitted effect of over 80% in size; some results filed as inactive show a strong effect at the top dose
#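 Compounds are tested at multiple concentrations on MCF7 BRCA1-luciferase reporter cells seeded at 2000 per well; after 48 h, a single luminescence end-point is taken and curves fitted to the normalized data.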
# ELG1 genotoxic = induces genotoxicity in HEK293T cells with luciferase-tagged ELG1. HEK293T ELG1-luciferase reporter, luminescence, 16 h. Potency, µM (highest dose often 46 µM), inactives show at the top dose activity change, positive = activation, hits mostly activators. actives 1.3% (n = 330,000); further: potency means the concentration at half of the fitted maximal effect; % of control where 0% means no effect; nearly all actives have a fitted effect of over 60% in size
#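 Step 1: seed 2,000 HEK293T ELG1-luciferase cells per well. Step 2: add compound or DMSO, incubate 16 hr at 37 °C. Step 3: ONE-Glo, 30 min at room temperature, read luminescence.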
# Giardia kill = Giardia lamblia killing; Giardia lamblia trophozoite viability; activity change, % at 7.66 µM, hits read low; actives 0.15% (n = 340,000); in the data active means activity change below about -80%; inconclusive means between about -30% and that limit;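 further: parasites exposed to compound for two days anaerobically before the ATP read; on the % scale 0 is the no-effect control and ±100 the full control effect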
#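 Media and compound were dispensed first, then trophozoites at 100 cells/well; plates sat 48 hrs at 37 deg C without oxygen before ATP luminescence reagent was added and read after 15-30 min at room temperature.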
# RORgamma inh = blocks mouse ROR gamma transcriptional activity; Drosophila S2 Gal4-RORgamma UAS-luciferase reporter, 20 h; Potency, µM (doses to about 53.6 µM), without a hit: top-dose activity change, negative = inhibition, most hits filed as inhibitors; actives 5.4% (n = 310,000); AID 2551; further: potency means the concentration at half of the fitted maximal effect; on the % scale 0 is the no-effect control and ±100 the full control effect; nearly all actives have a fitted effect of over 60% in size
# Target sequence (P51450 whole entry, looked up, the tested form may be a part): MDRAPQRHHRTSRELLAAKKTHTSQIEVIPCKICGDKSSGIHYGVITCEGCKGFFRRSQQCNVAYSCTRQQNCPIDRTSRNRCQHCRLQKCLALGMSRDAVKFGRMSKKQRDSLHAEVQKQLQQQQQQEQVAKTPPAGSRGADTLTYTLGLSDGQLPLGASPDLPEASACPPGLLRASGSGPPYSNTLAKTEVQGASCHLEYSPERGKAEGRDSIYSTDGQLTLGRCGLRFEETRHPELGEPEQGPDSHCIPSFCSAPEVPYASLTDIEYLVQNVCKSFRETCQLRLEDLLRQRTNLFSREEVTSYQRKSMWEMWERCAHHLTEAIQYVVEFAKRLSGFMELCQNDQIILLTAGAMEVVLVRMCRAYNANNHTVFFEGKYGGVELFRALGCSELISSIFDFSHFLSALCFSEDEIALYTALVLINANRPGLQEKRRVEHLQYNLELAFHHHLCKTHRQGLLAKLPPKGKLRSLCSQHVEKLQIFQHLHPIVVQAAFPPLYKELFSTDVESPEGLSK
#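 Stable Schneider cell line, Gal4 DNA-binding domain fused to ROR gamma, UAS-luciferase. Cmpd 1 hr RT → CuSO4 700 uM final → 20 hr RT → luciferase reagent 10 min → luminescence.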
# Rab9 prom act = activates the Rab9 promoter; actives 2.8% (n = 320,000); Huh7 Rab9 promoter-luciferase reporter, luminescence, 24 h; Potency, µM (titrated, usually from 9.22 µM), for the others: at the top dose activation, negative = inhibition, most hits filed as activators; further: potency means the concentration at half of the fitted maximal effect; % of control where 0% means no effect; nearly all actives have a fitted effect of over 60% in size
#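 Promoter activation is measured as luciferase luminescence in Huh7 cells stably transfected with a Rab9 promoter–luciferase construct, following 24 h compound exposure at 37 °C and 10 min reagent incubation at ambient temperature.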
# VP16 counter = Gal4-VP16 reporter inhibition counter-screen; Potency, µM (highest dose often 53.6 µM), for inactives: at the top dose activity, negative = inhibition, hits mostly inhibitors; actives 3.5% (n = 310,000); AID 2546; Drosophila S2 Gal4-VP16 UAS-luciferase, luminescence, 20 h;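 further: Gal4-VP16 expression switched on by copper sulfate through the metallothionein promoter; potency means the concentration at half of the fitted maximal effect; on the % scale 0 is the no-effect control and ±100 the full control effect; nearly all actives have a fitted effect of over 50% in size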
# NPC1 prom act = activates the NPC1 promoter; Huh7 NPC1 promoter luciferase reporter, 24 h; Potency, µM (top dose mostly 9.22 µM), without a hit: top-dose activation, actives largely listed as activators; actives 2.4% (n = 320,000); AID 485313;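 further: potency means the concentration at half of the fitted maximal effect; % of control where 0% means no effect; nearly all actives have a fitted effect of over 60% in size; reporter is driven by a mutant NPC1 promoter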
#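 Huh7 reporter cells (NPC1 promoter driving luciferase) are dosed with compound for 24 h at 37 °C, 5% CO2; luciferase detection reagent is then added and luminescence measured after 10 min at ambient temperature.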
# PKM2 activator = increases activity of human pyruvate kinase M2. P14618. purified PKM2, Kinase-Glo ATP luminescence, activation; response scale: 0% is enzyme alone, no compound. Potency, µM (highest dose often 57.5 µM), for inactives: at the top dose activation, most hits filed as activators. actives 0.34% (n = 260,000). AID 1631; further: potency means the concentration at half of the fitted maximal effect; on the % scale 0 is the no-effect control and ±100 the full control effect; nearly all actives have a fitted effect of over 55% in size
#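 ATP formation by purified human PK-M2, quantified via coupled luciferase luminescence after 1 h at room temperature with 0.1 mM ADP and 0.5 mM PEP final.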
# p53 reactivation = re-activators of mutant p53. H1299 p53-A138V BP100-luciferase reporter, luminescence, 24 h. Potency, µM (top dose mostly 92.2 µM), inactives show at the highest dose activity change, positive = activation, hits mostly activators. actives 0.063% (n = 320,000). AID 504706; further: potency means the concentration at half of the fitted maximal effect; % of control where 0% means no effect; nearly all actives have a fitted effect of over 45% in size
#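 p53-null H1299 cells stably carrying temperature-sensitive p53-A138V and a BP100-luciferase reporter were pinned with compounds (4-point, 1:5 series) and held 24 hrs at 37 deg C. Luminescence was read 10 min after detection reagent.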
# Menin MLL FP TR = inhibitors of human menin-MLL interaction, mutant MLL peptide; O00255; Potency, µM (highest dose often 61.6 µM), for the others: at the top dose FP activity change, negative = inhibition, actives largely listed as inhibitors; AID 1768; Menin + Texas Red MLL mutant peptide, fluorescence polarization; actives 0.23% (n = 270,000); active means well fitted inhibition curve with a large enough effect in the polarisation, with a control signal flat, not every such curve was filed as active; inconclusive means small, poorly fitted or top-dose-only effect, or effect the other way, or a change in a side signal; inactive means no such curve, though single readings can be large or run the other way; the % refers to the polarisation; further: potency means the concentration at half of the fitted maximal effect; % of control where 0% means no effect; many of its hits are not listed in these tables
# Target sequence (O00255 whole entry, looked up): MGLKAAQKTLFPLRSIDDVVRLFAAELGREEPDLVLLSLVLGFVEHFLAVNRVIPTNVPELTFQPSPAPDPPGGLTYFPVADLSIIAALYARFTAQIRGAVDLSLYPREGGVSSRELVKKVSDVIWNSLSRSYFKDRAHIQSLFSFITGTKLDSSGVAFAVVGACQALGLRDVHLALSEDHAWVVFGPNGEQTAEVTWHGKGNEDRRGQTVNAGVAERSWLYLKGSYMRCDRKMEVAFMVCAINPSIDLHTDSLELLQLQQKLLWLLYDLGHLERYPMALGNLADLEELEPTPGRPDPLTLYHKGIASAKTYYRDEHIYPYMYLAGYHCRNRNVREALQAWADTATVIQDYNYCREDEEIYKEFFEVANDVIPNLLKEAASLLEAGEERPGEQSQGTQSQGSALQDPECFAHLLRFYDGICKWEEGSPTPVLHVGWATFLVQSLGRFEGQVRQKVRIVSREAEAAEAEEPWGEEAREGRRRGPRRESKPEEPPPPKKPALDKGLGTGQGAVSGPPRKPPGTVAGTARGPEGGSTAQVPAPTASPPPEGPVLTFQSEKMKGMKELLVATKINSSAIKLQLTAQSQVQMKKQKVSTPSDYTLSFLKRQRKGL
# * = called active by the depositor; ? = inconclusive; . = no result given; [ ] = dose if it differs, or a comment. Unless noted, the call rests on the fitted dose curve; in most records, active means well fitted curve in the direction sought with a large enough effect; inconclusive means small, poorly fitted or top-dose-only effect, or another doubt; inactive means no such curve, though single readings can be large; an effect the other way counts as inactive or inconclusive.
SMILES,FLuc counter,BRCA1 expr up,ELG1 genotoxic,Giardia kill,RORgamma inh,Rab9 prom act,VP16 counter,NPC1 prom act,PKM2 activator,p53 reactivation,Menin MLL FP TR
O=C(N/N=C\c1ccc(Cl)cc1Cl)c1sccc1-n1cccc1,?,-15%,-4%,-3,?,-3%,?,-1%,-2%,-5%,-5%
O=C(OC1CCN(c2ccc([N+](=O)[O-])cc2)CC1)c1ccccc1,-2%,2%[1.84 µM],0%,4,-12%,-5%,-7%,2%,-1%,-14%,-28%
Cn1c(=O)c2c(-c3ccccc3)n(N3CCOCC3)cc2n(C)c1=O,-5%,-27%,8%,-4,-13%,-7%,1%,1%,-6%,-3%,0%
C=CCN1C(=O)CN=C1Nc1ccccc1,2%,-1%,2%,-12,-5%,3%,12%,-1%,1%,-6%,-3%
Cc1ccc(NC(=O)CN2CCN(C)CC2)cc1Br,1%,3%,0%,18,13%,2%,3%,-3%,-9%,8%,-1%
O=C(/C=C/c1ccc(Cl)cc1)N(Cc1ccccc1)c1ccccn1,1%,0%,-9%,-7,21%,1%,22%,1%,1%,-1%,-15%
CCC1(C)Cc2c(sc3nc(NC)n(C)c(=O)c23)CO1 (stereo not drawn),-14%,2%,0%,6,39%,10%,-12%,14%,-10%,10%,-1%
Cc1ccc(C)c(N(CC(=O)Nc2cc(Cl)ccc2Oc2ccccc2)S(C)(=O)=O)c1,1%,-64%,-10%,6,10%,4%,1%,-7%,2%,3%,8%
COC(=O)c1[nH]c2ccccc2c1NC(=O)/C=C/c1ccc2c(c1)OCO2,?,2%,14%,7,-2%,5%,-21%,10%,-1%,-2%,?
CCn1cc(C(=O)NCc2ccncc2)c(=O)c2cc(F)c(N3CCN(C(=O)c4ccco4)CC3)cc21,-4%,-5%,-8%,0,35%,-10%,-4%,-2%,-4%,-4%,.
O=C(NNC(=O)c1cccs1)c1ccc(Cl)c(Cl)c1,-3%,38%,9%,12,-14%,2%,-12%,5%,4%,8%,0%
Cc1cc(C)nc(CCNC(=O)CC2C(=O)NCCN2Cc2ccccc2)n1 (stereo not drawn),-2%,-3%,0%,15,-10%,3%,0%,-1%,.,-4%,-22%
CC(=O)N1CCc2cc(N=NC3=C(O)CC(C)(C)CC3=O)ccc21,13µM*,?,?,0,?,1.6µM*,?,4µM*,-4%,?,-14%
Cc1cccc(NC(=O)CC2(CC(=O)O)CCCC2)c1,-1%,8%,0%,-1,37%,-1%,-10%,-5%,.,10%,16%
Cc1ccc(-c2csc3ncnc(NCCC(=O)O)c23)cc1,-5%,-16%,-15%,6,25%,1%,-2%,0%,7%,0%,2%
C=CCn1c(SCC(=O)Nc2ccc3c(c2)OCO3)nnc1-c1ccccc1O,-7%,5%,-27%,-4,6%,-3%,-7%,-4%,-11%,-11%,11%
Cc1cc(NC(=O)CSc2nc3sc(C)c(C)c3c(=O)n2C2CCCC2)no1,9%,4%,1%,-1,-4%,2%,-2%,-7%,0%,-2%,7%
O=C(Cc1cccs1)Nc1ccc(F)cc1,-17%,14%,2%,8,15%,15%,15%,2%,0%,11%,14%
O=C(CCn1nnc2ccccc21)N1CCC(O)(c2cccc(F)c2)CC1,-4%,0%,3%,11,30%,7%,-2%,-10%,1%,1%,-2%
O=C(OCCN1CCCCC1)c1ccccc1Br,?,16%,-2%,1,-7%,13%,3%,2%,.,12%,-1%
O=C(Cn1c(C(=O)NCc2ccco2)cc2sccc21)c1ccccc1,4%,-12%,-3%,3,35%,-2%,2%,-4%,8%,-6%,9%
Cc1ccc(S(=O)(=O)N2CCOCC2)cc1C(=O)Nc1ccccn1,-1%,-18%,0%,-9,-20%,-8%,-3%,-1%,-3%,-12%,2%
CNc1nc(N)c([N+](=O)[O-])c(Nc2ccccc2OC)n1,-4%,-45%,1%,-28,-22%,-2%,0%,-4%,.,1%,-12%
COc1cccc(-c2n[nH]c(=S)n2Cc2ccco2)c1OC,-5%,-19%,-4%,5,?,0%,-25%,-1%,-21%,0%,9%
COc1ccc(CCNC(=O)C2CCCN(S(=O)(=O)c3ccc(F)cc3)C2)cc1 (stereo not drawn),3%,-16%,-11%,19,20%,0%,-16%,-2%,-5%,-3%,.

# Ordered by the number under Menin MLL FP TR (highest first): 7 from the list above.
canonical_smiles	RORgamma inh	Rab9 prom act	NPC1 prom act	PKM2 activator	p53 reactivation	Menin MLL FP TR
O=C(Cc1cccs1)Nc1ccc(F)cc1	15%	15%	2%	0%	11%	14%
Cc1cc(NC(=O)CSc2nc3sc(C)c(C)c3c(=O)n2C2CCCC2)no1	-4%	2%	-7%	0%	-2%	7%
Cc1ccc(-c2csc3ncnc(NCCC(=O)O)c23)cc1	25%	1%	0%	7%	0%	2%
Cn1c(=O)c2c(-c3ccccc3)n(N3CCOCC3)cc2n(C)c1=O	-13%	-7%	1%	-6%	-3%	0%
C=CCN1C(=O)CN=C1Nc1ccccc1	-5%	3%	-1%	1%	-6%	-3%
CNc1nc(N)c([N+](=O)[O-])c(Nc2ccccc2OC)n1	-22%	-2%	-4%	.	1%	-12%
O=C(OC1CCN(c2ccc([N+](=O)[O-])cc2)CC1)c1ccccc1	-12%	-5%	2%	-1%	-14%	-28%

# Full records from above:
# `CCC1(C)Cc2c(sc3nc(NC)n(C)c(=O)c23)CO1` (stereo not drawn) is listed as FLuc counter: -14%; BRCA1 expr up: 2%; ELG1 genotoxic: 0%; Giardia kill: 6; RORgamma inh: 39%; Rab9 prom act: 10%; VP16 counter: -12%; NPC1 prom act: 14%; PKM2 activator: -10%; p53 reactivation: 10%; Menin MLL FP TR: -1%
# `O=C(N/N=C\c1ccc(Cl)cc1Cl)c1sccc1-n1cccc1` is listed as FLuc counter: ?; BRCA1 expr up: -15%; ELG1 genotoxic: -4%; Giardia kill: -3; RORgamma inh: ?; Rab9 prom act: -3%; VP16 counter: ?; NPC1 prom act: -1%; PKM2 activator: -2%; p53 reactivation: -5%; Menin MLL FP TR: -5%

# Carrying on.
SMILES,FLuc counter,BRCA1 expr up,ELG1 genotoxic,Giardia kill,RORgamma inh,Rab9 prom act,VP16 counter,NPC1 prom act,PKM2 activator,p53 reactivation,Menin MLL FP TR
N#Cc1ccc(/C=C(\C(=O)C(=O)O)c2ccc3ccccc3n2)cc1,?,75%,?,?,-7%,?,-11%,1%,2%,?,.
CCOc1ccc(C2C(C#N)=C(N)N(c3sc4c(c3C#N)CCCC4)C3=C2C(=O)CCC3)cc1 (stereo not drawn),-2%,-42%,-1%,10,5%,-8%,-5%,-3%,2%,-9%,-27%
Cc1cccc(NC(=O)CSc2nnc(-c3cnccn3)n2Cc2ccco2)c1,5%,-3%,-1%,19,15%,3%,-3%,-2%,0%,-4%,-18%
CSc1nc(N)c(C#N)c(-c2ccc(Cl)cc2)c1C#N,0%,-50%,1%,-16,?,-1%,-1%,-3%,-6%,-19%,?
C/C(=N\NC(=O)C1COc2ccccc2O1)c1ccc(C)o1 (stereo not drawn),0%,0%,3%,1,-9%,-1%,7%,6%,5%,1%,3%
Cn1nnc(NC(=O)c2ccc(Br)o2)n1,0%,-3%,3%,-18,-1%,-1%,4%,-1%,.,10%,.
CN(CC(=O)Nc1ccc(Cl)cc1)C(=O)c1cccc(S(=O)(=O)NCc2ccccc2)c1,0%,-18%,-7%,6,?,-2%,3%,-6%,1%,1%,.
CCOC(=O)C(C(=O)N(C)C)c1ncc(C(F)(F)F)cc1Cl (stereo not drawn),1%,-1%,1%,-14,-1%,0%,-3%,-4%,0%,-3%,?
CCOc1ccccc1NC(=S)NCc1ccco1,-1%,4%,-5%,-10,10µM*,-3%,?,-3%,-3%,-3%,8%
CC(=O)NCCNC(=O)C1CCC(CNc2nc(=S)[nH]c3ccccc23)CC1 (stereo not drawn),-1%,-8%,2%,34[activator],5%,5%,17%,-3%,.,-1%,-19%
NC(=O)C1=C[C@H](c2csc3ccccc23)C[C@H](OCCCCO)O1,3%,-11%,-3%,-4,10%,2%,6%,-4%,-5%,-4%,4%
CCCNc1c(NS(=O)(=O)c2ccc(C(C)(C)C)cc2)c(=O)oc2ccccc12,-1%,-13%,0%,-10,-1%,-8%,-14%,-1%,7%[0.46 µM],?,?
Cn1c(=O)n(C)c2cc(CNc3ccc(N4CCOCC4)c(C(=O)O)c3)ccc21,4%,-29%,9%,-8,-2%,-6%,6%,1%,0%,4%,0%
O=C(/C=C1\NCC2c3ccccc3CCN2C1=O)c1ccccc1 (stereo not drawn),1.2µM*,22%,-2%,-2,-23%,3.5µM*,-7%,4µM*,27%,-3%,-15%

# A portion of the library, so the mix of outcomes need not match the whole.
